Source: PubChem BioAssay (Sanford-Burnham Center for Chemical Genomics)
hIAP inh = human IAP inhibition; purified IAP, CDP-Star luminescence, 30 min; 0.12% of 330,000 active; P09923; inhibition, % at 10 µM;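 active = inhibition reaching a set limit with compound at 10 µM in the primary screen, cut at about 35% in these data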;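 also: plate controls were DMSO wells with enzyme for no effect and no-enzyme buffer wells for full effect; values of inactives mirror those of a sister screen read the other way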
Target sequence (P09923 whole entry, looked up): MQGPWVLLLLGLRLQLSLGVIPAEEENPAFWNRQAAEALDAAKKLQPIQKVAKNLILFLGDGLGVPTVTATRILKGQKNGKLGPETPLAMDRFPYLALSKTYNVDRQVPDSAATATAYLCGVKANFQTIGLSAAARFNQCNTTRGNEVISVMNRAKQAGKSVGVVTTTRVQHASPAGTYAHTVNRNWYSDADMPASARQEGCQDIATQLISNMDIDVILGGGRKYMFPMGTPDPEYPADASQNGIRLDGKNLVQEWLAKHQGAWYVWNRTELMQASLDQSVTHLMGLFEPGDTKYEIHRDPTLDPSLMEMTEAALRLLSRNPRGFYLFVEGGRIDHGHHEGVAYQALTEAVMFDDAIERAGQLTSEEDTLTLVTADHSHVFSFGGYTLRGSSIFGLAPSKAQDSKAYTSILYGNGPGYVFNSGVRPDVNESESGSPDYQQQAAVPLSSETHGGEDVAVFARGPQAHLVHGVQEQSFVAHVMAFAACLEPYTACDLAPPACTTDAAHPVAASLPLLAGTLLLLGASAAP
beta cell repl = induces beta-cell replication in MIN6 cells; MIN6 cells proliferation, ATPlite luminescence, 48 h; cells starved in 0.2% serum; 100% = growth in 10% serum; proliferation, % at 10 µM; 0.29% of 330,000 active;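 active = compounds whose signal lies at least 3.5 SD above the mean of all wells on their plate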;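 also: 0% = DMSO-treated cells in low-serum medium and 100% = 10% serum control; some compounds called inactive have numbers as strong as hits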
APOBEC3G inh = inhibitors of human APOBEC3G DNA deaminase | Q9HC16 | recombinant A3G, ssDNA deamination FAM/TAMRA fluorescence | inhibition, % at 20 µM | 0.28% of 330,000 active | AID 493012;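 active = inhibition of at least 40% at 20 µM, with no more than 30% in the related APOBEC3A deaminase screen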;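 also: plate controls were DMSO wells with A3G for no effect and wells lacking A3G enzyme for full effect; some compounds called inactive have numbers as strong as hits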
Target sequence (Q9HC16 whole entry, looked up): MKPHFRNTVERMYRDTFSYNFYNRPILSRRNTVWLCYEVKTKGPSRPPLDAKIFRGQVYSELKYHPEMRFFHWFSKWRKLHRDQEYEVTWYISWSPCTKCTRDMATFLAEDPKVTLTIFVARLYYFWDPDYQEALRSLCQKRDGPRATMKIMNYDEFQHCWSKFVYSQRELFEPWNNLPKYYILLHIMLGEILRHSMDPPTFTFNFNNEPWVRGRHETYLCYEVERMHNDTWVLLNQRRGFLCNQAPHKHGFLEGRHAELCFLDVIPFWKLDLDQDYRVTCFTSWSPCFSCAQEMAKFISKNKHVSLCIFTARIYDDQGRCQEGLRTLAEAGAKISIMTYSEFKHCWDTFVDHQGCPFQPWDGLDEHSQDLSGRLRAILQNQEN
NR3A LBD binder = modulators (binders) of human NR3A ligand-binding domain. NR3A LBD differential scanning fluorimetry, Tm shift; 0% = protein alone, 100% = glycine-bound protein. Tm shift relative to glycine control, % at 25 µM. 2.5% of 340,000 active. AID 1259313;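 active = melting temperature shift of at least 10% of the positive control shift, at one fixed dose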
mIAP act = mouse IAP activation. muIAP, CDP-Star luminescence, 30 min; stronger effect = higher value; 1 = vehicle-only enzyme signal, 0 = enzyme-free wells. activation factor at 10 µM. AID 2805. 0.24% of 330,000 active;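 active = activation factor of at least 2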; also: the source names both 10 and 20 µM as test concentration; values of inactives mirror those of a sister screen read the other way
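Assay system: mouse IAP enzyme; reagent: chemiluminescent substrate CDP-Star; dosing: test compounds delivered from DMSO solution; schedule: 30 min at room temperature; measured by: luminescence from enzymatic CDP-Star hydrolysis; controls: DMSO-only wells and no-enzyme negative control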
APOBEC3A inh = blocks human APOBEC3A ssDNA deamination; recombinant A3A, FAM/TAMRA ssDNA deamination fluorescence; inhibition, % at 20 µM; 0.41% of 330,000 active;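 active = at least 40% inhibition at 20 µM here, with at most 30% in a related deaminase screen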;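 also: plate controls were A3A with DMSO for no effect and wells lacking A3A enzyme for full effect; some results filed as inactive read as strong as hits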
Target sequence (P31941 whole entry, looked up): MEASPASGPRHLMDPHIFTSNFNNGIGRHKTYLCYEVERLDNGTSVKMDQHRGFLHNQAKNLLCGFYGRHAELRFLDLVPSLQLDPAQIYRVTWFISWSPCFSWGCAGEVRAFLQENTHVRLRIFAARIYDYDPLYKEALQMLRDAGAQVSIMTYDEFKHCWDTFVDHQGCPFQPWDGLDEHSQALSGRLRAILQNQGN
mIAP inh = mouse IAP inhibition; purified mouse IAP, CDP-Star luminescence, 30 min; inhibition, % at 10 µM; 0.2% of 330,000 active; AID 2806;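 active = inhibition of at least 40% at 10 µM in the primary screen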;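 also: plate controls were DMSO with enzyme for no effect and no enzyme wells for full effect; values of inactives mirror those of a sister screen read the other way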
hIAP activ = increases human intestinal alkaline phosphatase activity; P09923; purified human IAP, CDP-Star luminescence, 30 min; stronger effect = higher value; 1 = vehicle-only enzyme, 0 = enzyme-free background; activation factor at 10 µM; 0.16% of 330,000 active;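 active = activation factor of the enzyme at least 2-fold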; also: the source names both 10 and 20 µM as test concentration; values of inactives mirror those of a sister screen read the other way
MPTP block = inhibitors of mitochondrial permeability transition pore; isolated mouse mitochondria, Ca2+ swelling absorbance, 30 min; inhibition, % at 10 µM; 1.4% of 360,000 active; AID 602449;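 active = inhibition of 50% or more, scaled per plate between neutral and stimulator controls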;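 also: 0% = DMSO wells given calcium and 100% = 1 mM EGTA wells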
The depositor's hits bear a star; . = not tested or not shown.

SMILES	hIAP inh	beta cell repl	APOBEC3G inh	NR3A LBD binder	mIAP act	APOBEC3A inh	mIAP inh	hIAP activ	MPTP block
O=C(CCN1CCN(S(=O)(=O)c2ccc(Br)cc2)CC1)Nc1ccccc1F	-8	0	-2	-3	1.1	1	-10	1.1	-1.9
CC(NC(=O)CSc1nc2sc3c(c2c(=O)n1-c1ccccc1)CCCC3)c1ccccc1 (stereo unspecified)	3	-2	-3	-7	1.7	-5	-70	0.97	2.3
CCCCN(C(=O)c1ccc2ccccc2c1)c1c(N)n(CCCC)c(=O)[nH]c1=O	7	-6	-8	0	0.96	-4	4	0.93	0.4
CCCN1CCc2nc(SCC(=O)Nc3ccc(C)c(Cl)c3)[nH]c(=O)c2C1	-6	-3	-6	-8	0.97	-1	3	1.1	-2.0
CCC(=O)N1CCc2cc(Br)cc(S(=O)(=O)N3CCC(C(=O)NC(C)C)CC3)c21	0	-2	-1	-1	0.97	1	3	1	0.0
COc1ccc([C@H]2CC(=O)C=C(c3cccc(OC(F)(F)F)c3)C2)cc1	3	-5	0	2	0.83	2	17	0.97	0.4
O=C(CSc1nc2ccccc2[nH]1)NCCc1ccc(Cl)cc1	-4	0	0	-3	0.95	-1	5	1	8.4
CCCc1cc(=O)oc2c(C)c(OCC(=O)N3CCC[C@@H]3C(=O)O)ccc12	9	-1	-6	-2	0.88	-3	12	0.91	-0.4
CC(=O)c1ccc(NC(=O)CSc2nc(=O)n3cccc(C)c3n2)cc1	6	7	-4	2	1	1	-2	0.94	-2.0
O=C(CN1C(=O)c2ccccc2S1(=O)=O)NCCSCc1c(F)cccc1Cl	-6	-2	1	0	0.92	3	8	1.1	-2.7
N#CCC1c2ccccc2CCN1C(=O)Nc1ccc(C(F)(F)F)cc1 (stereo unspecified)	9	-2	-6	-7	1.2	5	-23	0.91	9.6
O=S1(=O)CCC(NC(=S)Nc2ccc(Cl)cc2)C1 (stereo unspecified)	-7	-3	0	-3	1	1	-3	1.1	2.9
COc1ccc(C(C(=O)NC2CCCC2)N(CCCO)C(=O)Cn2nnc(-c3ccc(C)o3)n2)cc1 (stereo unspecified)	-21	-1	-5	-3	1.1	-3	-5	1.2	-1.4
CCOCCc1c(O)nc(SCC(=O)NCc2ccco2)[nH]c1=O	-30	1	-4	-2	0.94	7	6	1.3	-0.8
CC(=O)Oc1cccc(C(=O)Nc2c[nH]c(=O)[nH]c2=O)c1	12	3	-5	-3	0.98	-5	2	0.88	-3.1
COCC(=O)Nc1cc(OC)c(Cl)cc1OC	1	-1	3	-1	0.97	3	3	0.99	0.6
CC(C)C(=O)Nc1ccc(NC(=O)c2cccc(F)c2)cn1	20	2	3	0	0.93	2	8	0.8	-3.7
O=C(CSc1cn(CC(=O)N2CCOCC2)c2ccccc12)N1CCOCC1	-32	-1	7	0	0.98	2	2	1.3	-0.5
O=C(C[N+]12CC[N+](CC(=O)c3ccc(F)cc3)(CC1)CC2)c1ccc(F)cc1	4	0	-1	1	1	-2	-1	0.96	0.9
CCOc1ccc(C(C)=O)cc1CSC(=N)N	-13	-2	-3	-3	1	4	-2	1.1	0.1
Cc1ccc(C)c(NC(=O)Cn2nnc(-c3ccc(N4CCOCC4)cc3)n2)c1	-22	-3	-4	3	1.2	-3	-23	1.2	0.5
CCOc1ccccc1CN1CCC(CO)(CCOc2ccccc2)CC1	2	-3	3	-4	1	-1	0	0.98	1.3
CCCCNC(=O)CCCCCn1c(=O)[nH]c2cc(OC)c(OC)cc2c1=O	1	4	-4	1	0.88	-2	12	0.99	2.6
CCC(Sc1nc2ccccc2s1)C(=O)Nc1cc(C)on1 (stereo unspecified)	10	-1	-2	1	0.99	1	1	0.9	0.9
Cc1ccc(NC(=O)CSc2nnc3ccc(-c4cccnc4)nn23)cc1	-6	-3	-3	3	0.97	0	3	1.1	-0.6
COc1ccc(CCNC(=O)CN2CCC(C(N)=O)CC2)cc1	-10	2	-3	1	1	-4	-3	1.1	-1.0
Cc1ccc(-c2ccc(CCC(=O)O)n2NC(=O)c2ccco2)cc1	2	-1	-3	-2	1	-2	-2	0.98	-2.4
Cc1cc(C(=O)Cn2cncn2)c(C)n1CCc1ccc(F)cc1	-9	-3	1	2	0.9	2	10	1.1	-0.5
Cc1ccc(NC(=O)Nc2cc(Cl)ccc2C2COC(=O)C2=N)cc1 (stereo unspecified)	-4	-1	-4	-1	1.1	-2	-15	1	-1.1
COc1ccc(CCNC(=O)CCCn2c(SCC(N)=O)nc3cc4c(cc3c2=O)OCO4)cc1OC	-17	2	2	.	1	2	-5	1.2	.

Arranged by the number under APOBEC3G inh (low to high): some entries from above
SMILES | hIAP inh | APOBEC3G inh | NR3A LBD binder | mIAP act | APOBEC3A inh | mIAP inh | hIAP activ | MPTP block
CCCCNC(=O)CCCCCn1c(=O)[nH]c2cc(OC)c(OC)cc2c1=O | 1 | -4 | 1 | 0.88 | -2 | 12 | 0.99 | 2.6
COc1ccc(CCNC(=O)CN2CCC(C(N)=O)CC2)cc1 | -10 | -3 | 1 | 1 | -4 | -3 | 1.1 | -1.0
COc1ccc(CCNC(=O)CCCn2c(SCC(N)=O)nc3cc4c(cc3c2=O)OCO4)cc1OC | -17 | 2 | . | 1 | 2 | -5 | 1.2 | .
COCC(=O)Nc1cc(OC)c(Cl)cc1OC | 1 | 3 | -1 | 0.97 | 3 | 3 | 0.99 | 0.6

Later entries:
SMILES	hIAP inh	beta cell repl	APOBEC3G inh	NR3A LBD binder	mIAP act	APOBEC3A inh	mIAP inh	hIAP activ	MPTP block
Cc1c(Cl)c([N+](=O)[O-])nn1CCCC(=O)Nc1cccc(O)c1	-9	-1	-8	12*	1	-4	-2	1.1	-0.9
Cc1ccccc1N1CC(C(=O)O)CC1=O (stereo unspecified)	-16	-2	-1	-2	1.1	1	-9	1.2	-1.4
O=C(N/N=C/c1ccc(N2CCOCC2)o1)c1cccc(F)c1	-7	-1	18	-4	0.89	-1	11	1.1	1.0
O=C1C2C3C=CC(C3)C2C(=O)N1c1cccc2ccccc12 (stereo unspecified)	-9	-1	-5	1	1	-1	-4	1.1	-0.9
O=C(NC1CC1)C1CCN(C2CCN(C(=O)CSc3ccccc3)CC2)CC1	-9	0	-4	1	0.9	0	10	1.1	1.1
Cc1ccc(NC(=O)CSc2nnc(-c3ccco3)o2)cc1	-1	0	-5	1	0.82	2	18	1	6.7
CCOP(=O)(OCC)C(Nc1ccc(F)cc1)c1ccccc1 (stereo unspecified)	10	-1	1	3	0.89	1	12	0.91	2.1
C=CCNC(=O)/C(C#N)=C/c1c(N2CC(C)OC(C)C2)nc2ccccn2c1=O (stereo unspecified)	-13	-3	2	0	1.1	2	-10	1.1	0.9
CCc1noc(N)c1C(=O)Nc1ccc(Cl)cc1	0	1	-3	1	1	-1	-4	1	-1.3
COc1ccccc1-c1ccc(Nc2ccc(C(=O)N3CCOCC3)cc2)nn1	-3	-2	1	-6	1	-2	-2	1	1.1
Cc1cccc(N2CCN(S(=O)(=O)c3ccc(-c4ccc(=O)[nH]n4)o3)CC2)c1C	5	1	1	5	1.1	0	-6	0.95	2.0
CCOC(=O)CSc1nc2c(sc(=S)n2-c2ccc(OCC)cc2)c(=O)[nH]1	1	1	6	-6	0.99	1	1	0.99	0.9
COc1ccc2[nH]c(C)c(CCNC(=S)Nc3cccc(C)c3C)c2c1	8	-6	-5	-10	1.2	-3	-24	0.92	0.5
CC(C)c1ccc2c(c1)C(N1CCN(C)CC1)Cc1cccnc1S2 (stereo unspecified)	14	-3	8	-1	1	3	0	0.86	-1.9
COc1ccc(N2CCN(c3ccc(Cl)nn3)CC2)cc1	2	-2	-6	-1	1	-2	-2	0.98	1.7
CCCCCCCC1=CC2=CC(=O)C(C)(OC(C)=O)C(=O)C2=CN1CCc1ccccc1 (stereo unspecified)	6	1	-7	0	0.93	-6	7	0.94	.
O=C(c1ccncc1)N1CCN(c2ccc3ccccc3n2)CC1	1	0	-2	-1	1.1	2	-7	0.99	2.6
CCOC(=O)c1c(C)nc2sc(C(N)=O)c(N)c2c1-c1ccc(OC)cc1	-13	1	0	-2	1	-17	-4	1.1	-1.5
O=C1Nc2cc(Cl)c(Cl)cc2N(O)N1c1ccccc1	-10	-3	-5	6	0.93	2	7	1.1	1.0
CCn1cc([N+](=O)[O-])c(C(=O)N2N=C(c3ccc(OC)cc3OC)CC2c2ccccc2O)n1 (stereo unspecified)	10	0	-3	-5	0.84	0	16	0.9	2.8
S=c1[nH]nc(-c2cc(-c3ccccc3)n[nH]2)n1/N=C/C=C/c1ccccc1	-64	-2	20	7	1.1	-7	-6	1.6	2.1
CCCCCCCCS(=O)CCC(=O)O (stereo unspecified)	16	-1	-4	6	0.95	0	5	0.83	0.0
COc1ccccc1C1CC(c2ccccc2)=NN1C(=S)Nc1ccccc1 (stereo unspecified)	13	3	-14	1	0.9	-4	10	0.87	-1.9
N#C/C(=C\c1ccc(O)cc1)C(=O)N1CCCC1	1	-3	-2	-1	0.97	3	3	0.99	2.4
Cn1nc(C(=O)N2CCCc3ccccc32)c2ccccc2c1=O	-9	0	-9	0	0.97	1	3	1.1	-0.6
Cc1ccc2cc(C#N)c(N3CCCN(S(=O)(=O)c4ccccc4)CC3)nc2c1	-16	-4	-4	-1	0.83	-3	17	1.2	4.2
O=c1c2ccc([N+](=O)[O-])cc2ncn1CCOc1ccccc1	8	-3	-8	-1	1	2	-4	0.92	-4.5
Cc1nn(C)c(C)c1CN(Cc1nc(CCC(C)C)no1)C(C)C	0	-6	-6	0	0.93	1	7	1	103*
CCCCNC(=O)c1ccc(SCC(=O)N(CC)CC)c([N+](=O)[O-])c1	5	6	-2	0	0.99	0	1	0.95	-0.7
Cc1cc(C)c2nc(SCC(=O)Nc3ccccc3N3CCOCC3)c(C#N)cc2c1	2	-5	-10	6	0.94	-1	6	0.98	2.4
CC1CCN(c2nc3c(c(=O)[nH]c(=O)n3C)n2Cc2ccccc2)CC1	18	0	-8	-2	0.79	-8	21	0.82	-1.1
O=C(COc1ncnc2sccc12)Nc1ccc(F)cc1F	7	0	6	-2	1.1	1	-7	0.93	-0.8
O=C(O)c1cc2ccccc2c(N=Nc2cccnc2)c1O	32	-3	-7	0	0.76	1	24	0.68	1.4
CN=C1NN=C(c2cc(C)n(-c3ccc(Cl)cc3)c2C)CS1	-13	-5	0	-3	0.9	0	10	1.1	0.6
CSc1ccc(/C=C(/NC(=O)c2ccco2)C(=O)N2CCCCCC2)cc1	-3	0	-5	0	1	-6	-3	1	1.0
CCOC(=O)C1CCN(S(=O)(=O)c2ccc(-c3ccccn3)s2)CC1	6	0	-6	-2	0.94	0	6	0.94	1.6
OC1(c2ccc3c(c2)OCO3)CCN(Cc2ccccn2)CC1	-5	1	-8	-2	1.1	-3	-10	1	0.2
CC(C)(O)C#Cc1ccc(C(=O)N2CCN(c3ccc(Cl)cc3)CC2)cc1	12	-2	-2	0	1	-5	-1	0.88	0.2
CCC(C)NS(=O)(=O)c1ccc(OCC(=O)NCc2cccnc2)cc1 (stereo unspecified)	18	-1	-3	-1	0.89	-2	11	0.82	0.7
CS(=O)(=O)NN1C(=O)c2ccccc2NC1c1ccccc1 (stereo unspecified)	0	-4	-1	-1	0.96	8	4	1	0.8
Cc1ccc(NC(=O)C2CCCN2S(=O)(=O)c2ccc3c(c2)n(C)c(=O)c(=O)n3C)c(C)c1 (stereo unspecified)	-14	-4	-2	-2	1.1	-8	-6	1.1	2.4
Cn1nc(C(F)(F)F)c(-c2cccc(C(F)(F)F)c2)c1NC(=O)c1ccco1	-10	-3	16	0	1	10	-1	1.1	4.5
CC(=O)c1cc(CC=C(C)C)c(O)c(CC=C(C)C)c1O	-11	-5	-5	-4	1	-6	-2	1.1	12
